H9c2 protect – myocardial damage modulation in H9c2 cells; H9c2 cardiomyocytes, H2O2 injury protection, ATPLite, 2 h; protection from H2O2 cell death, % at 20 µM; 0.63% of 360,000 active; AID 588492;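 active = compounds giving at least 50% protection of heart cells from peroxide-induced death in the single-dose screen, raw or plate-pattern-corrected value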;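 also: 0% = DMSO wells with peroxide and 100% = DMSO wells without peroxide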
PDI inh – inhibitors of human protein disulfide isomerase | P07237 | PDI insulin aggregation turbidity, A650, 90 min | inhibition, % at 10 µM | 0.052% of 350,000 active | AID 588391;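 active = mean inhibition across replicates of 30% or more, whatever share of single replicates reach that level; inconclusive = mean inhibition below 30% while every single replicate reaches 30%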;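 also: absorbance from insulin aggregation driven by PDI reduction with DTT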
Target sequence (P07237 whole entry, looked up): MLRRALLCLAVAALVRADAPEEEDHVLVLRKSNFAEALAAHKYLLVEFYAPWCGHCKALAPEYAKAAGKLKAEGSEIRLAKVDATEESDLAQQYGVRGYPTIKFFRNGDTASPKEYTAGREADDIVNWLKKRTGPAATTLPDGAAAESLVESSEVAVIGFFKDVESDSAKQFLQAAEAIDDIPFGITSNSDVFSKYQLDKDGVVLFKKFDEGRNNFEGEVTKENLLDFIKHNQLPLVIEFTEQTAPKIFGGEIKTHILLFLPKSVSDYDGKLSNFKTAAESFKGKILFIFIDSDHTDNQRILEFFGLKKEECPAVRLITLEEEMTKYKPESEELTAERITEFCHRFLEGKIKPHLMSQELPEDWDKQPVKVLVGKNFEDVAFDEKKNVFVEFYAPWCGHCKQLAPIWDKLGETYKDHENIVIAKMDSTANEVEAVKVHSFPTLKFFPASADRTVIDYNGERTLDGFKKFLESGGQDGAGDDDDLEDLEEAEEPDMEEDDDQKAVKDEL
MC4R antagonist – blocks human MC4R cAMP signaling | 0.48% of 360,000 active | inhibition, % at 6.5 µM | MC4R-expressing cells, MTII-stimulated cAMP, LANCE TR-FRET | AID 540295 | P32245;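 active = inhibition above its plate's cutoff, the mean of tested wells on that plate plus 3 SD, cut at about 29% in these data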;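 also: 0% = Melanotan II alone and 100% = Melanotan II plus saturating MCL0020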
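system = U2OS cells with stable human MC4R expression | also added = Melanotan II challenge after compound preincubation | dosing = one concentration, 6.5 µM nominal | incubation = compound 30 min, challenge 1 h, detection 1 h | measured by = TR-FRET with Eu-cAMP and labeled anti-cAMP, 671 nm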
ABCB6 inh 2 – blocks the human ABCB6 transporter; Q9NP58; K562-ABCB6 porphyrin accumulation, flow cytometry, 1 h; stronger effect = lower value; fluorescence ratio to DMSO, % at 10 µM; 0.19% of 360,000 active; AID 602162;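 active = fluorescence ratio to DMSO below 75%, the collection mean minus 3 SD; inconclusive = too few cells collected in the well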;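 also: signal is porphyrin accumulated inside mitochondria; 100% equals median channel fluorescence of DMSO control wells; lower ratio means ABCB6 inhibition with less porphyrin fluorescence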
Vif inh – inhibitors of HIV Vif. HEK293T cells, Vif self-association by quenched fluorescence, imaging, 24 h. inhibition, % at 7.49 µM. 0.35% of 340,000 active; in the data active = inhibition above about 50%, passing the limit was not always enough; inconclusive = no clear call, values can overlap the other calls; inactive = below about 31%; also: some results filed as inactive read as strong as hits
MC4R ag barr – agonists of human melanocortin 4 receptor (MC4R) beta-arrestin; P32245; U2OS MC4R beta-arrestin complementation, luminescence; percent of melanotan II response, DMSO zero; activation, % at 8.9 µM; 0.98% of 360,000 active; AID 540308;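 active = activation above a per-plate cutoff, the mean activation of sample wells on that plate plus 3 SD, cut at about 8% in these data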
aDG glyco up – increases alpha dystroglycan glycosylation; Pro5-aDG cells, alpha-DG glycosylation AlphaScreen (IIH6); 0% Pro5, 100% B10-LARGE cell signal; activation, % at 10 µM; 0.22% of 360,000 active; AID 624168;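 active = activation of at least 8% versus controls, or a plate z-score of at least 8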;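 also: Pro5 are CHO cells carrying HIG-tagged alpha-DG that lacks glycosylation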
HTR2A ag – mouse HTR2A agonism via beta-arrestin recruitment | P35363 | CHO-K1 mHTR2A beta-arrestin complementation, luminescence; percent of 30 µM serotonin response | activation, % at 7.6 µM | 0.66% of 360,000 active | AID 624169;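 active = activation above a run cutoff, the mean activation of all tested compounds plus 3 SD, cut at about 14% in these data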;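 also: 0% = plate median of compound wells and 100% = 30 µM serotonin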
Target sequence (P35363 whole entry, looked up): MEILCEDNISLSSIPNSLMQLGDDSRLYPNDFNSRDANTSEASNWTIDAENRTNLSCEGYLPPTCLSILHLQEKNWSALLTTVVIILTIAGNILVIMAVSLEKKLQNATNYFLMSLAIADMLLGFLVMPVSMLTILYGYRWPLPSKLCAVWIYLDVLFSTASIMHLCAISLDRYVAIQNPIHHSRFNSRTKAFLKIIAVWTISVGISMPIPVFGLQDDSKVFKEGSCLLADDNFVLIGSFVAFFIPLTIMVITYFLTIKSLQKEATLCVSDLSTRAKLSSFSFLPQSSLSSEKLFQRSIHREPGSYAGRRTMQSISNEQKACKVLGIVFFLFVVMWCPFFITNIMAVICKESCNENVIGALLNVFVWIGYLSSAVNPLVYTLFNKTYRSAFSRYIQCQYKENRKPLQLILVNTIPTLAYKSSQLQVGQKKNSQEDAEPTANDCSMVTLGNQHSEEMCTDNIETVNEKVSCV
Glyco luc inh – blocks N-linked glycosylation in D54 reporter cells; D54 ERlucT glycosylation luciferase reporter, 24 h; percent of 100 nM tunicamycin response; reporter increase, % at 12.5 µM; 0.23% of 360,000 active; AID 588692;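 active = mean luciferase reporter signal, scaled so untreated is 0 and the glycosylation-blocking control 100, at or above a set limit in every replicate; inconclusive = mean reaches the limit but not every replicate does; inactive = mean below the limit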;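 also: luciferase carries N-glycosylation sites so blocking glycosylation raises the light; 0% = median of neutral control wells and 100% = median of 100 nM tunicamycin wells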
CaV13 ICDI inh – Disruptors of the CACNA1D IQ motif to Ca2+-dependent inactivation inhibitor domain association, primary screening, Förster resonance energy transfer in intact living … | inhibition, % at 12.3 µM | 0.098% of 340,000 active | HEK cells, CFP/YFP FRET ICDI-IQ, plate reader, 10 min; percent FRET-ratio fall versus neutral wells;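 active = mean replicate inhibition of at least 30% and at least 1% of replicates passing that level; inconclusive = only one of the two criteria is met; inactive = neither criterion is met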;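 also: 0% = median of the neutral control wells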
Active calls of the source: *; u = inconclusive; x = no result given. This is a random part of the collection; about 3.6% have a hit in one of these screens.

SMILES | H9c2 protect | PDI inh | MC4R antagonist | ABCB6 inh 2 | Vif inh | MC4R ag barr | aDG glyco up | HTR2A ag | Glyco luc inh | CaV13 ICDI inh
O=C(COC(=O)c1cccc(F)c1)Nc1ccc(Cl)cn1 | 5.0 | -8.8 | 3.8 | 99.0 | 6.3 | -0.7 | -0.4 | 3.3 | -1.0 | -2.3
COc1ccc2c(c1)C=C(CN1CCN(Cc3ccccc3C)C(CCO)C1)CO2 (stereo not drawn) | 1.4 | 3.2 | 1.9 | 103.0 | 0.2 | -0.6 | 0.0 | -12.2 | -1.4 | 4.5
O=C(OCc1ccccc1)N1CCC2CC1c1cc(/C=C/CCCSc3ncccn3)ccc12 (stereo not drawn) | -2.2 | -2.8 | 2.1 | 97.0 | x | -1.3 | 0.0 | -4.2 | -2.8 | -4.9
Cc1ccc(C(=O)CC2(O)C(=O)N(Cc3ccc4c(c3)OCO4)c3ccccc32)cc1 (stereo not drawn) | -0.2 | -2.6 | 8.5 | 95.0 | 7.4 | 0.9 | 0.0 | 5.9 | 0.1 | 0.1
COc1cc2c(cc1OC)C(=Cc1ccc(N(C)C)cc1)C=C2 | -7.3 | 0.0 | 0.8 | 99.0 | -2.0 | -0.7 | 1.3 | -5.7 | 2.5 | -5.2
O=P1(c2ccccc2)C=Cn2c1cc1c2CCCC1 (stereo not drawn) | -0.1 | 0.1 | 9.7 | 98.0 | -4.9 | -0.6 | -0.1 | -4.0 | 0.6 | -4.7
COc1ccccc1C(=O)Nc1ccccc1SC | -0.4 | -9.1 | -11.7 | 92.0 | -7.8 | 0.2 | 0.2 | 0.5 | 0.1 | -5.2
Cc1ccc(C)c(Cn2nnc3c(=O)[nH]c(C4CCCN(S(=O)(=O)Cc5ccccc5)C4)nc32)c1 (stereo not drawn) | -0.7 | -46.7 | -12.9 | 99.0 | 11.9 | -1.9 | 0.0 | -0.2 | -0.9 | -2.0
CC(=O)N1CCc2cc(Br)cc(S(=O)(=O)NCCCN(C)Cc3ccccc3)c21 | 7.9 | 2.9 | 4.6 | 99.0 | 1.2 | -1.8 | 0.1 | -5.8 | 1.4 | -4.1
O=C(NNc1ccccc1[N+](=O)[O-])NC1CCCCC1 | 1.6 | -4.1 | 11.0 | 106.0 | -5.1 | 1.0 | 0.1 | 2.5 | 3.9 | -2.7
C[C@H](CO)N1C[C@H](C)[C@@H](CN(C)Cc2ccc(-c3ccccc3)cc2)Oc2c(NC(=O)Cc3ccccc3)cccc2C1=O | -0.4 | 7.4 | 13.9 | 86.0 | -8.1 | 1.0 | 0.0 | -8.1 | -3.3 | x
CC(C)OC(=O)c1ccc(COC(=O)CNC(=O)c2ccco2)cc1 | -1.1 | 4.7 | 10.1 | 96.0 | 3.2 | -1.0 | 0.0 | 5.4 | 1.5 | -16.9
COc1cccc(CN(C)S(=O)(=O)c2cccs2)c1 | -2.2 | -15.4 | 6.2 | 102.0 | -1.4 | -1.2 | 0.0 | -6.0 | 0.7 | -2.7
Nc1ccc(SCc2cccnc2)cc1 | -0.9 | 22.6 | -1.8 | 96.0 | -1.8 | -0.9 | -0.1 | 3.4 | 1.0 | -3.6
CCOC(=O)c1c(C)[nH]c(C(=O)N(C)Cc2cccc(OC)c2OC)c1C | -8.3 | 10.9 | 7.9 | 96.0 | -15.8 | 0.8 | 0.0 | -7.0 | 1.5 | -5.1
O=C(NCc1ccccn1)c1ccc(Cn2c(=S)[nH]c3ccc(Br)cc3c2=O)cc1 | 10.7 | -10.1 | 12.3 | 100.0 | u | 0.0 | -0.3 | 1.7 | 1.6 | -3.1
O=C(CCOc1ccccc1)Nc1ccc(Br)cc1 | -2.6 | 7.8 | 24.4 | 101.0 | 12.7 | -0.4 | 0.0 | -2.1 | -0.1 | 11.1
CCc1ccc2oc(C(=O)NC3CCS(=O)(=O)C3)cc(=O)c2c1 (stereo not drawn) | -9.1 | -9.9 | 1.2 | 101.0 | -3.2 | -2.9 | 0.0 | -1.7 | 1.2 | -2.5
COc1ccccc1OCc1ccc(C(=O)N(C)C)o1 | -0.9 | 0.7 | 3.5 | 96.0 | -0.6 | 0.4 | -0.1 | -2.9 | 2.9 | -5.3
Cc1ccc(S(=O)(=O)N2CCC(C(=O)OCC(=O)NCc3ccco3)CC2)cc1C | 0.2 | -6.7 | -1.2 | 100.0 | -1.9 | 0.5 | 0.2 | -3.1 | 4.7 | -1.6
CC(C)c1nc2oc3c(N(C)CCO)ncnc3c2c2c1CCC2 | 14.7 | 3.3 | -16.1 | 96.0 | 0.8 | -2.0 | -0.1 | -4.8 | 10.3 | -5.2
O=C1CCCN1C(=O)COc1cc(F)ccc1[N+](=O)[O-] | 2.0 | -10.3 | 11.0 | 105.0 | 3.4 | -0.2 | -0.1 | -0.2 | -0.5 | -1.8
CC(C)NC(=O)COc1ccc(S(=O)(=O)N(C)Cc2ccccc2)cc1 | -0.9 | 8.8 | 12.3 | 95.0 | 0.0 | -1.9 | -0.1 | -1.0 | -1.3 | -7.2
CCNC(=O)C1(C)CCCN(Cc2cccc3c2OCCO3)C1 (stereo not drawn) | 0.5 | 1.0 | 8.8 | 101.0 | 1.8 | 1.6 | -0.1 | 4.2 | 1.9 | -6.4
CCOC(CNC(=O)C1CCN(S(=O)(=O)c2ccc3nc4c(c(C(=O)O)c3c2)CC(C)CC4)CC1)OCC (stereo not drawn) | 0.7 | 1.5 | 2.5 | 104.0 | -6.9 | -1.6 | -0.1 | 4.4 | 0.5 | -3.5

(further entries)
SMILES | H9c2 protect | PDI inh | MC4R antagonist | ABCB6 inh 2 | Vif inh | MC4R ag barr | aDG glyco up | HTR2A ag | Glyco luc inh | CaV13 ICDI inh
O=C(NCC(c1ccco1)N1CCOCC1)c1ccc([N+](=O)[O-])cc1 (stereo not drawn) | 1.8 | -0.7 | 18.9 | 104.0 | -4.8 | 3.7 | -0.1 | 4.0 | 1.3 | -2.4
Cc1c(C(=O)N(C)C2CC(C)(C)NC(C)(C)C2)oc2c(F)cccc12 | 4.6 | -0.5 | -4.1 | 97.0 | 9.0 | -1.9 | -0.1 | 8.4 | -0.3 | -5.6
Cc1nonc1NC(=O)Nc1cccnc1 | -0.1 | 5.5 | 7.5 | 99.0 | -1.4 | 1.2 | -0.1 | 5.2 | -0.7 | -3.5
CCOC(=O)C(C)(C)C(=O)C(C)(C)C(O)c1ccccn1 (stereo not drawn) | -0.4 | -3.4 | 1.8 | 98.0 | x | -1.6 | -0.2 | 0.2 | 1.2 | -8.1
CC(C)C(C)(C#N)NC(=O)CSc1nnc(C(F)(F)F)n1C (stereo not drawn) | -7.2 | -2.9 | -4.1 | 95.0 | x | -0.5 | 0.0 | 4.8 | 3.4 | -2.2
Cc1ccc(C(=O)Nc2ccc(F)c(S(=O)(=O)N3CCOCC3)c2)s1 | 0.2 | 1.7 | 3.8 | 93.0 | -18.2 | -0.7 | 0.0 | -3.8 | -2.0 | -6.0
Cc1ccc(OCCNC(=O)CNC(=O)c2ccccc2Cl)cc1 | -5.5 | -4.7 | -1.7 | 100.0 | 4.2 | -0.5 | 0.0 | 4.6 | 3.2 | -15.4
O=C(NC(c1ccccc1)c1ccc2ccccc2n1)C1CCN(CCOc2ccc(Cl)cc2Cl)CC1 (stereo not drawn) | -31.2 | 8.6 | 12.6 | 100.0 | x | 39.0* | 0.2 | 0.1 | 0.8 | -4.4
N#Cc1c(-c2ccc(F)cc2)cc(-c2cccs2)nc1SCC(=O)O | 2.5 | -0.6 | 19.0 | 98.0 | -12.2 | 0.7 | -0.2 | -0.5 | 0.2 | -5.3
O=C1CCc2cc(S(=O)(=O)N3CCN(c4ccc(F)cc4)CC3)cc3c2N1CC3 | -7.5 | 0.9 | -4.0 | 98.0 | 5.8 | 12.6* | 0.0 | 6.7 | -2.2 | -5.7
Cc1ccc(SCCC(=O)NCc2ccncc2)cc1 | 6.1 | 4.9 | -4.1 | 99.0 | -3.2 | 1.0 | -0.2 | 0.5 | 1.3 | -1.1
COCCCN1C(=O)C(=O)/C(=C(/O)c2ccc(S(=O)(=O)N3CCCCC3)cc2)C1c1cccc(OC)c1 (stereo not drawn) | 2.6 | -3.5 | 7.2 | 96.0 | -6.3 | 0.4 | -0.3 | 7.0 | 1.1 | -2.7
Oc1c(C(Nc2cccc(C(F)(F)F)c2)c2ccncc2)ccc2cccnc12 (stereo not drawn) | 42.8 | 2.8 | -2.3 | 100.0 | -3.4 | -5.5 | 0.3 | -10.8 | -11.9 | 2.7
Cc1ccc(C(=O)NCC#N)cc1 | -0.4 | 1.9 | 17.3 | 93.0 | 6.0 | -2.5 | -0.2 | -2.1 | -0.4 | -1.1
Cc1cccc(N2CCN(C(=O)C3COc4ccccc4O3)CC2)c1C (stereo not drawn) | 0.4 | -11.8 | -1.6 | 88.0 | -4.9 | 0.1 | 0.1 | -1.3 | -0.1 | -17.8
CCn1c2ccccc2c2nnc(SCC(=O)N3CC(C)OC(C)C3)nc21 (stereo not drawn) | 40.6 | 1.9 | 8.6 | 99.0 | 13.5 | 0.1 | -0.2 | -6.8 | 0.1 | -4.2
Cc1cc(C)cc(NC(=O)c2ccc(S(=O)(=O)C(F)F)cc2)c1 | -10.5 | -3.7 | -4.1 | 91.0 | x | 2.3 | 0.1 | 3.6 | -3.7 | -4.0
CC(=O)Nc1ccc(S(=O)(=O)N2CCSc3ccccc32)cc1 | 7.3 | -0.2 | -15.5 | 99.0 | 18.1 | -1.7 | -0.1 | -7.7 | 12.2 | -4.7
CC(=O)c1c(C)[nH]c(C(=O)CSc2nc3ccccc3c(=O)n2CCCO)c1C | 46.3 | 0.3 | 16.4 | 103.0 | 3.3 | -2.2 | -0.3 | 2.5 | 10.0 | -21.5
CC1(C)C2CCC(CN)C1C2 (stereo not drawn) | 0.9 | -2.0 | 0.6 | 97.0 | -4.1 | -1.1 | 0.1 | 5.9 | 0.6 | -5.3

Profiles, quoted from the list. Screens in order: H9c2 protect, PDI inh, MC4R antagonist, ABCB6 inh 2, Vif inh, MC4R ag barr, aDG glyco up, HTR2A ag, Glyco luc inh, CaV13 ICDI inh
CC(=O)Nc1ccc(S(=O)(=O)N2CCSc3ccccc32)cc1 is entered as 7.3, -0.2, -15.5, 99.0, 18.1, -1.7, -0.1, -7.7, 12.2, -4.7
Cc1ccc(SCCC(=O)NCc2ccncc2)cc1 is entered as 6.1, 4.9, -4.1, 99.0, -3.2, 1.0, -0.2, 0.5, 1.3, -1.1
Cc1ccc(OCCNC(=O)CNC(=O)c2ccccc2Cl)cc1 is entered as -5.5, -4.7, -1.7, 100.0, 4.2, -0.5, 0.0, 4.6, 3.2, -15.4

Screens as filed in PubChem BioAssay.
